VHR inh abs – inhibitors of human VHR1 phosphatase (DUSP3). P51452. recombinant VHR phosphatase, pNPP absorbance. inhibition, % at 13.3 µM. 290,000 tested, 0.52% active; in the data active means inhibition above about 50%; further: some compounds called inactive have numbers as strong as hits
Target sequence (P51452 whole entry, looked up): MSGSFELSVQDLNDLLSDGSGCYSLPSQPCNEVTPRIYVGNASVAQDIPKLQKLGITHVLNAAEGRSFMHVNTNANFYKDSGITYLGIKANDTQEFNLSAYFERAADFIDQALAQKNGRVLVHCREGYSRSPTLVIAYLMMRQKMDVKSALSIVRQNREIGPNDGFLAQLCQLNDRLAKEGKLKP
GDH-TPI counter – GDH-TPI coupled enzyme inhibition counter-screen; GDH-TPI coupled enzyme counterscreen, NADH absorbance; inhibition, % at 4.8 µM; 360,000 tested, 1.2% active; in the data active means inhibition above about 30%;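 further: 0% = DMSO wells and 100% = wells lacking the enzyme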
MazEF act – increases E. coli MazEF RNase cleavage of RNA | activation, % at 20 µM | P0AE70 | 350,000 tested, 0.32% active | FAM/BHQ RNA-DNA oligo cleavage fluorescence, 5 h; in the data active means activation above about 50%
Target sequence (P0AE70 whole entry, looked up): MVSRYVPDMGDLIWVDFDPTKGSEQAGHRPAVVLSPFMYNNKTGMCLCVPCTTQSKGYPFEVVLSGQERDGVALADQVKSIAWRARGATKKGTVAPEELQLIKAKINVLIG
Mtb BioA inh – blocks M. tuberculosis BioA enzyme activity; purified M. tuberculosis BioA enzyme, plate reader; inhibition, % at 9.99 µM; 360,000 tested, 0.096% active; in the data active means inhibition above about 40%
BH1578 lux ind – induces V. cholerae light production without autoinducers; V. cholerae BH1578 lux reporter, luminescence, 6 h; activation, % at 18.7 µM; 350,000 tested, 0.16% active; in the data active means activation mostly above about 9.7%, no sharp cut-off; further: not every result past the cut was called active; inactives centre near 0; reference of the scale not given here
FBA Mtb inh – Mtb fructose-bisphosphate aldolase inhibition | inhibition, % at 1 µM | purified M. tuberculosis FBA, fluorescence read-out | P9WQA3 | 360,000 tested, 2.3% active; in the data active means inhibition above about 27%;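 further: 0% = vehicle and 100% = reference inhibitor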
Target sequence (P9WQA3 whole entry, looked up): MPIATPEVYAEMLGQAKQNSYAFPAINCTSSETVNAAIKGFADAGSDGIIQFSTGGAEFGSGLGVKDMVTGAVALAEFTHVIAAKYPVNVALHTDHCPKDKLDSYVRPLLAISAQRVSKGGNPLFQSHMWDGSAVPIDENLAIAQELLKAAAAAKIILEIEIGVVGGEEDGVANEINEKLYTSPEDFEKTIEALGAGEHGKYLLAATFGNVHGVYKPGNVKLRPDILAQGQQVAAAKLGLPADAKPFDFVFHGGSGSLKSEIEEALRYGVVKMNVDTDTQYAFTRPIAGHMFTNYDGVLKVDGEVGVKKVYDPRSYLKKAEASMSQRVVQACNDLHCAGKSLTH
Rv3671c inh – inhibits the M. tuberculosis serine protease Rv3671c. inhibition, % at 5.96 µM. P9WHR9. 320,000 tested, 0.048% active; in the data active means inhibition above about 38%;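 further: extracellular domain of Rv3671c used as enzyme; 0% = enzyme with DMSO and 100% = no enzyme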
Mtb UGM inh – blocks M. tuberculosis UGM enzyme; 320,000 tested, 0.06% active; purified UGM, fluorescence polarization probe displacement; AID 504406; inhibition, % at 10 µM; P9WIQ1; in the data active means inhibition above about 10%, passing the limit was not always enough
Target sequence (P9WIQ1 whole entry, looked up): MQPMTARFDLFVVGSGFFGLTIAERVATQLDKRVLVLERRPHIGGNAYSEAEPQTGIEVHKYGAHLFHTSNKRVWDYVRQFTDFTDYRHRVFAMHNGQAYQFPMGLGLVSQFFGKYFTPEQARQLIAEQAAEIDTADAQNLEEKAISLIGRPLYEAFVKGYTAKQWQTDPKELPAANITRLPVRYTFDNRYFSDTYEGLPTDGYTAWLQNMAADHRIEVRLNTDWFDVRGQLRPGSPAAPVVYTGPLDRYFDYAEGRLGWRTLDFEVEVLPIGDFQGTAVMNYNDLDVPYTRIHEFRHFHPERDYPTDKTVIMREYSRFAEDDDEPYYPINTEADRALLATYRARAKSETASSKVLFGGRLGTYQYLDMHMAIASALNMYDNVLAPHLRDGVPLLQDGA
SSB-PriA inh – blocks PriA binding to SSB C-terminal tail. 430,000 tested, 0.6% active. AID 1272365. inhibition, % at 33 µM. AlphaScreen SSBct-PriA binding, biotinylated peptide; in the data active means inhibition mostly above about 37%, no sharp cut-off; inactive means mostly below about 20%;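 further: plate controls were negative control peptide for no effect and reference peptide for full effect; strong numbers were not always called active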
SARS 3CLpro inh – SARS-CoV 3CLpro protease inhibition. 290,000 tested, 0.14% active. P0C6X7. inhibition, % at 6 µM. recombinant SARS-CoV 3CLpro, quenched FRET peptide cleavage; in the data active means inhibition above about 12%
Numbers without * were called inactive; i = inactive; · = no result given; & = joins results of further samples.

Molecule	VHR inh abs	GDH-TPI counter	MazEF act	Mtb BioA inh	BH1578 lux ind	FBA Mtb inh	Rv3671c inh	Mtb UGM inh	SSB-PriA inh	SARS 3CLpro inh
COc1ccc(NS(=O)(=O)c2cc(NC(=O)c3ccc(C)o3)ccc2N2CCCCC2)cc1	-4.4	7.2	2.3	·	-0.2	-2.2	-46.2	0.0	0.6	4.1
Cc1cccc(OCC(=O)NC(=S)N2CCCc3ccccc32)c1	31.1	3.3	1.4	·	1.7	0.4	4.6	-0.9	29.5	-2.5
CCOC(=O)c1[nH]c2ccc(OC)cc2c1C(SCC(=O)O)c1ccc(C(F)(F)F)cc1 (configuration not stated)	-9.5	-0.6	-18.6	1.9	i	55.0*	-0.8	-3.0	10.7	10.8
CCCCCOC(=O)C1=C(C)NC(=O)NC1c1ccc2c(c1)OCO2 (configuration not stated)	11.4	0.5	1.7	-1.0	i	-1.4	-1.2	-1.3	-3.2	-4.9
CC(C)(C)NC(=O)/C(=C\c1ccccc1F)NC(=O)c1ccc([N+](=O)[O-])cc1	18.4	-1.2	-1.1	·	-0.2	0.6	-4.2	1.3	-16.9	3.8
COCCn1cc(C(=O)N2CCN(C)CC2)c2c3ccccc3n(C)c2c1=O	22.6	0.6	-4.8	-0.4	i	42.3*	0.6	3.7	-6.1	-2.9
Cc1cc(-c2cn3ccccc3n2)c(C)n1-c1ccccc1	21.9	-0.3	12.7	·	i	9.9	1.8	2.9	-4.8	5.5
CC(C)c1ccc(-c2c(C#N)c(N)nc3c2CCCCC3)cc1	10.5	0.3	-10.6	5.9	-5.6	2.8	-4.0	-3.5	-9.9	1.4
CC1(C)CC(=O)C2=C(C1)OC(N)=C(C#N)C21C(=O)N2CCCc3cccc1c32 (configuration not stated)	1.2	4.4	1.9	-2.0	-0.2	-1.9	0.6	2.0	-10.6	-1.6
O=S(=O)(c1ccc(F)cc1)N1CCN(CC(O)COCc2cccs2)CC1 (configuration not stated)	13.6	-8.5	3.1	-1.4	i	-2.1	-9.3	-1.6	-2.5	0.1
O=C(NC(=S)Nc1ccc2c(c1)OCCO2)c1ccc(F)cc1Cl	-1.5	4.7	19.0	·	-0.3	0.3	-2.8	1.1	-5.8	0.2
O=c1c2ccccc2ncn1-c1ccc(Cl)cc1	16.6&26.9	-4.4&1.9	-8.8&-0.3	0.8	-1.2	1.7&2.4	-6.0&-3.0	-0.9&-0.1	-5.0	1.5&1.2
CCN(CC)S(=O)(=O)c1cc(NC(=O)Cc2n[nH]c(=O)c3ccccc23)ccc1C	29.4	8.6	-0.1	-1.2	-0.6	-1.1	-5.5	-2.8	10.0	1.7
Cc1ccc(-c2nc(N)n(C(=O)c3ccco3)n2)cc1	-0.6	-5.0	1.5	0.4	i	-1.2	10.9	0.6	6.8	1.9
CC(O)C(NS(=O)(=O)c1ccc(Cl)cc1)C(=O)OCC(=O)N1CCN(c2ccccc2)CC1 (configuration not stated)	18.1	4.4	0.6	·	-0.2	2.4	7.3	-2.0	-2.9	0.6
Cc1cc(C)c2c(N)c(C(=O)N/N=C/c3cccs3)sc2n1	-1.3	7.0	23.0	-1.8	i	2.3	3.9	-1.6	i	-0.4
CCCCc1nnc(NC(=O)CC(=O)Nc2ccccc2C(=O)O)s1	32.9	11.6	-1.9	-1.8	i	9.8	-4.8	4.3	-1.9	1.8
Cc1cccc(NC(=O)Nc2cccc(F)c2)n1	18.7	1.9	1.6	-1.8	i	0.8	-19.6	-1.0	-11.7	1.6
Cc1cc(C)n2ncc(/C(N)=N/OC(=O)Nc3ccc(Cl)cc3)c2n1	1.7	2.3	-4.0	-0.2	-0.2	2.8	6.0	0.3	·	-9.5
CCCCCCCCCCOC(=O)Cn1c(COc2ccccc2)[n+](C)c2ccccc21	1.8	-1.1	-58.0	37.2	i	-0.9	3.0	-0.1	-13.4	-0.7
Cc1cccc(NC(=O)NCc2ccc3c(c2)OCO3)c1C	-3.1	-1.9	8.3	·	0.5	2.0	-1.6	-0.7	-4.5	3.4
CC(C)(C)OC(=O)CNC(=O)c1[nH]cnc1C(=O)Nc1ccc(CNC(=O)OC(C)(C)C)cc1	7.2	-8.4	-15.3	-1.8	8.3	-3.6	-18.8	1.4	-0.2	·
O=C(CCn1c(=O)oc2ccc(Cl)cc21)NCCCN1CCOCC1	35.0	1.6	0.8	-1.8	-0.6	1.6	-1.4	5.4	-6.8	-5.4
CN(C)S(=O)(=O)c1ccc(C(=O)NN2C(=O)NC3(CCCCC3)C2=O)cc1	·	-0.7	-2.0	-1.7	-5.6	-1.8	·	·	-6.6	·
CC(C)CN(CC(C)C)C(=S)NC1CCCCC1	-5.3	3.7	-3.2	·	i	-1.9	8.7	-2.2	-11.0	0.5
C=C[C@]1(C)C[C@@H](OC(=O)CSCCN(CC)CC)[C@]2(C)C(C)CC[C@]3(CCC(=O)[C@H]32)[C@@H](C)[C@@H]1O (some centres not stated)	·	15.0&2.6	-2.3&1.6	0.6&-0.5	-5.8&-0.4	1.8&2.7	-0.3&1.3	-0.8&3.6	-4.8	·
Cc1ccc(NC(=S)NC(=O)c2ccccc2)cc1NC(=S)NC(=O)c1ccccc1	9.6	16.5	-14.1	-0.8	-1.0	0.5	·	-3.2	-3.4	4.8
COc1ccc(OCC(=O)Nc2nnc(-c3ccco3)s2)cc1	-5.6	1.4	-0.1	·	-0.2	2.4	-1.1	-2.6	6.8	-3.2
COc1ccc(C(=O)NNC(=O)CSc2ccccc2)cc1	17.4	0.6	9.8	·	-0.1	5.3	-10.5	1.7	-2.1	3.0
Cc1cc(Br)cc2c(C(=O)NCC3CCCO3)cc(-c3cccs3)nc12 (configuration not stated)	17.9	5.0	-13.8	-1.7	-2.9	0.5	-12.3	3.0	0.3	5.0
Cc1ccc(CSc2nc3ncccc3[nH]2)cc1	14.7	0.9	1.0	-1.7	1.4	-0.1	2.8	0.0	-4.5	-5.0
O=C(N/N=C/c1cccnc1)C12CC3CC(CC(C3)C1)C2	14.0	0.9	1.7	·	i	-1.5	-4.7	1.4	·	2.5
NC(=O)NC(CC(=O)NCc1ccc2c(c1)OCO2)c1ccccc1Cl (configuration not stated)	-41.4	1.5	10.1	0.0	-4.0	3.5	-3.9	-0.6	-9.1	5.7
COc1cccc(C2CCN(C)C2)c1 (configuration not stated)	·	3.9	9.1	-1.2	i	0.1	·	·	·	·
Cc1ccc(NC(=O)CSc2nc(CSc3ccc(C)cc3)cc(=O)[nH]2)cc1	-23.3	-0.3	-14.8	·	i	5.3	-9.9	4.3	0.9	2.3
O=C(C1=C(O)C(=O)N(CC2CCCO2)C1c1ccc(Cl)cc1)c1ccco1 (configuration not stated)	31.1	12.6	-4.4	-1.1	i	4.1	-11.9	-0.6	2.6	-1.3
O=C(Nc1ccccc1)NC1CC2CCC(C1)N2Cc1nnnn1Cc1ccc2c(c1)OCO2 (configuration not stated)	22.7	-3.3	2.4	0.2	3.1	-3.5	-4.9	0.9	-7.9	-1.3
O=C(NC(CO)(CO)CO)c1coc(=O)c(Br)c1	13.6	44.4*	8.0	-0.5	6.2	5.2	-5.0	-0.6	-13.4	4.0
CCc1nc2ccc(C(=O)N(CC)CC(=O)Nc3c(F)cccc3F)cc2nc1CC	·	14.6	-4.5	-1.9	i	1.7	5.5	-1.7	-3.3	·
O=C(NC(=S)Nc1cccc(Cl)c1N1CCCCC1)c1ccco1	43.0	9.5	-1.4	-2.3	-0.6	-0.9	-12.5	0.0	-13.1	-8.1

Entries of single compounds, looked up by structure.
CC(C)CN(CC(C)C)C(=S)NC1CCCCC1 is listed as VHR inh abs = -5.3; GDH-TPI counter = 3.7; MazEF act = -3.2; Mtb BioA inh = ·; BH1578 lux ind = i; FBA Mtb inh = -1.9; Rv3671c inh = 8.7; Mtb UGM inh = -2.2; SSB-PriA inh = -11.0; SARS 3CLpro inh = 0.5
COc1ccc(C(=O)NNC(=O)CSc2ccccc2)cc1 is listed as VHR inh abs = 17.4; GDH-TPI counter = 0.6; MazEF act = 9.8; Mtb BioA inh = ·; BH1578 lux ind = -0.1; FBA Mtb inh = 5.3; Rv3671c inh = -10.5; Mtb UGM inh = 1.7; SSB-PriA inh = -2.1; SARS 3CLpro inh = 3.0

The results go on:
Molecule	VHR inh abs	GDH-TPI counter	MazEF act	Mtb BioA inh	BH1578 lux ind	FBA Mtb inh	Rv3671c inh	Mtb UGM inh	SSB-PriA inh	SARS 3CLpro inh
N/C(=N\OC(=O)c1ccco1)c1ccc(Br)cc1	21.3	1.7	2.9	1.2	i	-2.6	5.3	4.9	·	4.0
CCOC(=O)C1CCN(S(=O)(=O)c2ccc(CNC(=O)c3ccccc3)s2)CC1	11.3	4.4	-19.4	-0.7	i	-3.5	7.5	0.8	-9.3	6.2
Cc1cc(C)cc(-n2nnc(C(=O)NCc3ccc4c(c3)OCO4)c2N)c1	4.4	-5.2	1.4	-1.2	2.1	-3.5	-3.8	0.3	-7.0	-4.2
C=CCN(C(=O)c1ccc2c(c1)nnn2C)c1ccccc1	33.9	7.5	2.3	2.0	-0.9	0.0	-7.3	-0.5	-5.6	2.9
COc1cc(CNn2c(C)n[nH]c2=S)cc(Cl)c1OCc1ccccc1	28.2	-5.7	-9.3	1.3	-7.1	-0.2	-11.8	0.7	16.5	1.1
CNC(=S)N1CCC(NC(=O)C(Cc2ccccc2)NC(C)=O)CC1 (configuration not stated)	29.0	0.3	1.2	·	i	0.9	2.7	1.1	-5.1	-0.2
C#CCn1c(=NC(=O)CN2C(=O)CCC2=O)sc2cccc(C)c21	8.2	13.9	2.9	0.7	-0.2	0.7	-0.6	-0.1	-10.1	0.9
O=C(CC(=O)NCc1ccccc1)NCc1ccccc1	10.1	9.1	7.9	-0.6	-0.2	0.1	4.3	0.6	7.6	-1.1
O=C(COC(=O)C1CC(=O)N(Cc2ccco2)C1)Nc1nc(-c2ccc(F)cc2)cs1 (configuration not stated)	·	22.5	-22.3	-0.7	0.0	2.9	0.9	-1.1	4.6	·
O=C(c1ccccn1)N(Cc1ccco1)C1(C(=O)NC2CCCCC2)CCCCC1	15.2	-2.8	4.4	·	3.3	-0.9	-0.5	3.8	5.7	4.5
CCOc1ccccc1OCC(=O)Nc1ccc(S(=O)(=O)Nc2ncccn2)cc1	-3.3	21.7	4.4	·	-1.2	2.0	2.5	-3.8	-9.9	-5.2
Cc1ccc2[nH]c3nc(SCC#N)nnc3c2c1	3.0	5.9	-9.7	1.3	-1.5	-0.9	4.0	0.5	-9.9	2.7
Cc1cccc(-c2cc(C(=O)Nc3ccncc3)c3ccccc3n2)c1	4.4	13.3	5.5	-0.8	-0.6	1.1	·	·	-3.6	1.9
CCOc1cc(/C=N/O)cc(Br)c1OCC	-0.1	4.6	6.7	·	-0.4	-1.7	5.5	1.5	·	0.1
O=C(O)C1CCC(=O)N(C2CC2)C1c1ccccc1 (configuration not stated)	12.8	10.8	2.9	-9.0	i	1.3	1.7	-0.3	-13.7	5.7
CC(=O)c1ccc2noc(-c3cccc(C)c3)c2c1	2.2	-7.9	8.6	-0.3	-0.3	1.4	-5.7	-1.4	-5.3	-3.7
O=C(O)C1CSC(c2cccnc2)N1 (configuration not stated)	8.4	0.0	-2.8	-2.3	0.0	1.8	3.5	-0.1	-5.9	0.6
COc1ccc(-n2c(COc3cccc4cccnc34)nnc2SCC(=O)O)cc1	30.7	4.5	-2.8	·	-0.3	1.1	1.9	0.3	-20.9	0.3
CN(C)S(=O)(=O)c1cccc(C(=O)NCCCn2ccnc2)c1	4.5	2.5	11.1	-0.4	-0.2	1.2	3.1	-0.3	-3.0	0.7
O=C(Oc1cccc(C(=S)N2CCOCC2)c1)c1cccc([N+](=O)[O-])c1	7.3	-8.4	7.1	·	i	1.4	3.8	-0.2	-10.7	2.0
COC(=O)c1ccccc1NC(=O)CSc1nc(N)cc(N)n1	0.4	4.7	5.3	4.0	-0.2	1.6	5.2	0.8	-12.2	-2.5
O=C1CN(C(=O)COC(=O)Cc2ccccc2F)c2ccccc2N1	·	4.1	1.6	-1.0	-1.2	4.4	5.3	-0.5	-2.5	·
O=C(CSc1ncccn1)Nc1ccc2c(c1)OCO2	·	1.7	1.5	0.9	-1.3	-1.1	1.8	0.0	-11.1	·

Screening data from PubChem BioAssay.

The list is partial, so the mix of outcomes need not match the whole.
